From PubChem BioAssay
NR2E3 ag-1 = activates human NR2E3 receptor; CHO-S Gal4-NCOR/VP16-NR2E3 two-hybrid, luciferase; inhibition of corepressor binding, % at 3.98 µM; 360,000 tested, 0.35% active; AID 602229;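 active means inhibition above the mean of all tested compounds plus 3 SD, cut at about 70% in these data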;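 further: 0% = DMSO with NR2E3 transfected cells and 100% = cells lacking NR2E3 construct; higher means lower luciferase signal from less NR2E3 corepressor binding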
Target sequence (Q9Y5X4 whole entry, looked up, the tested form may be a part): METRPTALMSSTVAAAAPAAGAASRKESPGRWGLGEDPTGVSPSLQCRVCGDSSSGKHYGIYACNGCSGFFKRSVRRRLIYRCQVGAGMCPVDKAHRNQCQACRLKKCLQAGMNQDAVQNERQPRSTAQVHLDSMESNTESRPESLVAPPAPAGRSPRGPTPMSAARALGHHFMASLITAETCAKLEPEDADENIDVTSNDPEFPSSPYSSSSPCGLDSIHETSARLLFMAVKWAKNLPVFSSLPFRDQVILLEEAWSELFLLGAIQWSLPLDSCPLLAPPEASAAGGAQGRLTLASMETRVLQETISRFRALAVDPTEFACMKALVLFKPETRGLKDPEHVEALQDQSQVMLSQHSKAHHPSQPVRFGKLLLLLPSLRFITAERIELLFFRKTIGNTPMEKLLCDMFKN
iPSC survival up = enhancers of human iPSC single-cell survival. survival enhancement, % at 20 µM. 360,000 tested, 0.044% active. hiPSC single-cell survival, ATPlite luminescence; 100% = ROCK inhibitor wells, 0% = DMSO. AID 602274; in the data active means survival enhancement above about 18%;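 further: cells exposed to compounds for 16 hours before the ATP read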
CaV13 ICDI inh = Disruptors of the CACNA1D IQ motif to Ca2+-dependent inactivation inhibitor domain association, primary screening, Förster resonance energy transfer in intact living …. HEK cells, CFP/YFP FRET ICDI-IQ, plate reader, 10 min; percent FRET-ratio fall versus neutral wells. inhibition, % at 12.3 µM. 340,000 tested, 0.098% active;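 active means mean replicate inhibition of at least 30% and at least 1% of replicates passing that level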;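 further: 0% = median of the neutral control wells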
NR2E3 ag-2 = agonists of human nuclear receptor NR2E3 | AID 2300 | GST-NR2E3/biotin-RetCOR TR-FRET, 1536-well | Q9Y5X4 | 320,000 tested, 0.12% active | inhibition of corepressor binding, % at 4.78 µM;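 active means percent inhibition above the cutoff of mean plus 3 SD of all tested compounds, set per screening campaign, cut at about 20% in these data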;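 further: 0% = DMSO wells and 100% = biotin wells as full block of FRET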
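Assay system: NR2E3–RetCOR corepressor complex. Quantity: 1.35 nM GST-NR2E3. Buffer or medium: pH 7.5 Tris-based buffer. Reagent: biotinylated RetCOR corepressor at 7 nM final. Schedule: 5 h at 4 °C. Detection: TR-FRET, emission read at 617 and 671 nm. Replicates: one well per compound, singlicate testing.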
Exocytosis inh = lytic granule exocytosis inhibition | inhibition, % at 10 µM | TALL-104 LAMP-1 surface exposure, flow cytometry; cells stimulated with thapsigargin and PMA | 360,000 tested, 0.66% active | AID 651702;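 active means inhibition above about 55%, limit read from the data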
HIF-2a inh = blocks HIF-2a reporter activity; 786-0 RCC cells HIF-2a reporter, luciferase luminescence, overnight; inhibition, % at 18.8 µM; 360,000 tested, 0.72% active; AID 624352;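 active means inhibition of the luminescence signal of 40% or more relative to plate controls, in a single-dose primary screen at 18.75 µM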
Vif inh = inhibitors of HIV Vif; HEK293T cells, Vif self-association by quenched fluorescence, imaging, 24 h; inhibition, % at 7.49 µM; 340,000 tested, 0.35% active; in the data active means inhibition above about 50%, passing the limit was not always enough; further: some results filed as inactive read as strong as hits
Peg3 promoter = inhibitors of Peg3 promoter. inhibition, % at 20 µM. 360,000 tested, 1.7% active. HeLa PEG-Prom luciferase reporter, luminescence, overnight;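 active means inhibition of at least 50% at 20 µM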
PDI inh = PDI (human) enzyme inhibition. P07237. PDI insulin aggregation turbidity, A650, 90 min. inhibition, % at 10 µM. 350,000 tested, 0.052% active. AID 588391;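 active means mean inhibition across replicates of 30% or more, whatever share of single replicates reach that level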;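 further: absorbance from insulin aggregation driven by PDI reduction with DTT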
Target sequence (P07237 whole entry, looked up): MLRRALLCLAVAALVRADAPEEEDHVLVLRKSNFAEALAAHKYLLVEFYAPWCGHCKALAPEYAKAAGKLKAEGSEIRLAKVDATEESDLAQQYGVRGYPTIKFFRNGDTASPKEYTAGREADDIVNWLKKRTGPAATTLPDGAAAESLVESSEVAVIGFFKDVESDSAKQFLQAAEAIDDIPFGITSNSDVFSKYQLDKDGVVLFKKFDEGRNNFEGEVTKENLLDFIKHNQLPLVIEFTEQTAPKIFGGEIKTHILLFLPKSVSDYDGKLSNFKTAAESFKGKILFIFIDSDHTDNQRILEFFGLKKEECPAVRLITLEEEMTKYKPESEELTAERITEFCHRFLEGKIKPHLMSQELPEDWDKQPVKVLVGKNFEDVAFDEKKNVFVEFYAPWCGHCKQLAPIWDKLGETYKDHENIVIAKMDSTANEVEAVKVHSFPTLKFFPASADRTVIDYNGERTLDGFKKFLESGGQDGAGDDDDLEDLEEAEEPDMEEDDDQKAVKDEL
aDG glyco act = increases alpha dystroglycan glycosylation | Pro5-aDG cells, alpha-DG glycosylation AlphaScreen (IIH6); 0% Pro5, 100% B10-LARGE cell signal | activation, % at 10 µM | 360,000 tested, 0.22% active | AID 624168;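 active means activation of at least 8% versus controls, or a plate z-score of at least 8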;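 further: Pro5 are CHO cells carrying HIG-tagged alpha-DG that lacks glycosylation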
TRPM1 prom inh = inhibitors of MITF-driven TRPM1 promoter in melanoma cells; AID 488899; inhibition, % at 12.5 µM; 330,000 tested, 0.83% active; SK-MEL-5 TRPM1 promoter luciferase, 24 h;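 active means mean inhibition across replicates of 60% or more, whatever share of single replicates reaches that level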; further: values of inactives mirror those of a sister screen read the other way
* hit, by the source's call; nt = not tested or not shown; & = joins results of further samples.

SMILES | NR2E3 ag-1 | iPSC survival up | CaV13 ICDI inh | NR2E3 ag-2 | Exocytosis inh | HIF-2a inh | Vif inh | Peg3 promoter | PDI inh | aDG glyco act | TRPM1 prom inh
C/C(=N\NC(=O)C(=O)Nc1ccc(C)cc1)c1ccncc1 | 16 | 1.0 | -5 | 2 | -1 | 11 | -8 | -6 | -4 | 0.4 | 5
Cc1nn(-c2ccccc2)c(N)c1C1(O)C(=O)Nc2ccc([N+](=O)[O-])cc21 (stereo not given) | 12 | 0.2 | -15 | -2 | 0 | 10 | -7 | 3 | 5 | 0.0 | 8
COc1ccc(N2C(=O)CC(N3CCN(c4ccc(C(=O)c5cccnc5)cc4)CC3)C2=O)cc1 (stereo not given) | 9 | -2.2 | -3 | 2 | 1 | 5 | -4 | 12 | 8 | 0.5 | 0
Cc1cnc(CNC(=O)c2ccc3oc(Cc4ccccc4)nc3c2)[nH]1 | 11 | -0.5 | -4 | 0 | 0 | 5 | 6 | -25 | 0 | -0.1 | 0
CC(C)NC(=S)NN(c1ccccc1)c1ccccc1 | 7 | -3.2 | -4 | 2 | 1 | 11 | 4 | -57 | 9 | -0.1 | 12
CCOc1c(Nc2cccc(Cl)c2)c(=O)c1=O | 7 | 0.0 | -5 | -3 | -5 | 20 | -8 | 19 | -4 | 0.5 | 1
Cc1cc(=O)oc2cc(OC(C)C(=O)NCC3CCC(C(=O)O)CC3)c(Cl)cc12 (stereo not given) | -23 | 0.3 | nt | -1 | 4 | 1 | -6 | 5 | nt | -0.2 | 11
COC(=O)c1cc(OC)c(OC)cc1NC(=S)NC(=O)c1ccco1 | -10 | -0.3 | -14 | -1 | -4 | -8 | -10 | 16 | -1 | 0.0 | -20
CCN(CC(=O)Nc1ccc2c(c1)OC(F)(F)O2)Cc1nc2ccccc2c(=O)[nH]1 | -15 | -1.5 | -3 | -2 | 2 | 23 | 1 | 30 | 2 | -0.2 | -2
Cc1ccc(C(O)(C(=O)NNc2ccc3ccccc3n2)c2ccc(C)cc2)cc1 | 1&-26 | -0.7&-0.4 | -18&-6 | -2&-2 | -1&5 | 27&26 | 2&-1 | 17&31 | 3&-5 | -0.4&-0.2 | 22&13
Cc1ccc(NC2=NC(=S)N(CC#N)C23CCCCC3)cc1 | 16 | 0.0 | -2 | 4 | 2 | 11 | nt | 13 | 3 | -0.1 | 8
Cc1ccc(-c2nc(CS(=O)CC(=O)NCCCc3ccccc3)c(C)o2)cc1 (stereo not given) | 36 | -0.4 | -3 | -2 | 0 | -15 | -2 | 9 | 4 | 0.1 | 20
O=C(Nn1cnnc1)c1ccc(OC(F)(F)C(F)C(F)(F)F)cc1 (stereo not given) | 17 | 0.0 | -16 | -4 | -4 | 5 | 7 | 8 | 15 | 0.2 | -7
CCOc1ccc(C2CC(c3ccc(CC)cc3)n3nc(N)nc3N2)cc1 (stereo not given) | -29 | -0.2 | -11 | 3 | 4 | -66 | -6 | -33 | nt | -0.2 | 4
O=C(NN1C(=O)C2C3C=CC(C4CC34)C2C1=O)c1ccccc1Cl (stereo not given) | -12 | -0.2 | 2 | -1 | 19 | 1 | -5 | 7 | 18 | -0.3 | 1
Cc1ccccc1N(CC(=O)NCCc1ccccc1)C(=O)c1csnn1 | 4 | -0.3 | -3 | 3 | -14 | 7 | 12 | -15 | 4 | 0.2 | 2
COC(=O)/C=C/COc1ccccc1[N+](=O)[O-] | 0 | -1.2 | -19 | 5 | -5 | -169 | -1 | -159 | 0 | 0.4 | -51
CCOC(=O)Cn1c(=O)c2c(nc(Br)n2CC(=O)OCC)n(C)c1=O | -25 | 1.1 | -1 | 4 | 1 | 5 | -2 | 16 | 3 | 0.1 | 11
COc1cccc(C(=O)Nc2ccc(NC(=O)C3CC3)nc2)c1 | -5 | 0.7 | -7 | 7 | -3 | -37 | -4 | -12 | 20 | 0.3 | 0
CCCCCCn1c(=O)n2n(c1=O)C[C@]1(OC(=O)NC3CCCC3)CN(S(=O)(=O)c3ccc(C)cc3)C[C@]1(O)C2 | 29 | 0.1 | -6 | nt | -4 | 5 | 4 | 13 | -2 | 0.1 | nt
O=C(NC1CCCCC1)c1cc([N+](=O)[O-])[nH]n1 | -27 | -0.5 | -3 | 1 | 0 | -2 | -11 | -11 | 3 | -0.2 | 7
O=c1c(Cc2c(F)cccc2Cl)c(O)ccn1CCCN1CCOCC1 | 0 | 0.9 | -7 | -4 | -4 | 10 | -6 | 5 | 3 | -0.1 | -1
CCc1ccc(NC(=O)N[C@H](C(=O)O)C(C)CC)cc1 (stereo not given in full) | -5 | -0.7 | -5 | -1 | -2 | 17 | 3 | 5 | -5 | -0.1 | -9
O=C(CSc1nnc(NC2CC2)s1)NN1C(=O)NC2(CCCCC2)C1=O | 20 | 0.0 | -6 | 1 | -2 | 1 | -6 | 3 | -4 | 1.0 | -2
COc1ccc(C)cc1S(=O)(=O)NCCC1=CCCCC1 | 17 | -1.0 | -7 | -1 | 2 | 5 | nt | 21 | 2 | 0.1 | -8
O=C(CCc1nnc(Cc2cccc(C(F)(F)F)c2)o1)NCCc1ccccc1F | -60 | 0.4 | -5 | 2 | 38 | -158 | -4 | -120 | 5 | 0.2 | -26
Cc1ccc(NC(=O)Cn2cnc3c(OCc4ccccc4)ncnc32)cc1C | 1 | 0.1 | -6 | nt | -2 | 7 | 1 | 4 | 7 | 0.0 | -10
COc1ccc(NC2CCCN(C(=O)COc3ccc(Cl)cc3C)C2)cc1OC (stereo not given) | 4 | -0.1 | nt | 2 | 12 | 10 | 0 | 13 | -3 | 0.1 | -4
CCOC(=O)c1sc(Nc2ccc(OCC)cc2)nc1C | -24 | 2.6 | -7 | 0 | 3 | -107 | -1 | -53 | -3 | 0.2 | -8
Cc1ccc(Nc2nnc(SCC(=O)NCc3ccco3)s2)cc1 | -17 | 3.4 | nt | nt | 14 | -6 | 9 | -33 | -10 | 0.1 | -13

Reformatted: results already given.
| mol | NR2E3 ag-1 | iPSC survival up | CaV13 ICDI inh | NR2E3 ag-2 | Exocytosis inh | HIF-2a inh | Vif inh | Peg3 promoter | PDI inh | aDG glyco act | TRPM1 prom inh |
| --- | --- | --- | --- | --- | --- | --- | --- | --- | --- | --- | --- |
| COc1ccc(C)cc1S(=O)(=O)NCCC1=CCCCC1 | 17 | -1.0 | -7 | -1 | 2 | 5 | nt | 21 | 2 | 0.1 | -8 |
| O=C(CCc1nnc(Cc2cccc(C(F)(F)F)c2)o1)NCCc1ccccc1F | -60 | 0.4 | -5 | 2 | 38 | -158 | -4 | -120 | 5 | 0.2 | -26 |

Full records, looked up by structure:
COC(=O)c1cc(OC)c(OC)cc1NC(=S)NC(=O)c1ccco1 is entered as NR2E3 ag-1 = -10; iPSC survival up = -0.3; CaV13 ICDI inh = -14; NR2E3 ag-2 = -1; Exocytosis inh = -4; HIF-2a inh = -8; Vif inh = -10; Peg3 promoter = 16; PDI inh = -1; aDG glyco act = 0.0; TRPM1 prom inh = -20
CCc1ccc(NC(=O)N[C@H](C(=O)O)C(C)CC)cc1 (stereo not given in full) is entered as NR2E3 ag-1 = -5; iPSC survival up = -0.7; CaV13 ICDI inh = -5; NR2E3 ag-2 = -1; Exocytosis inh = -2; HIF-2a inh = 17; Vif inh = 3; Peg3 promoter = 5; PDI inh = -5; aDG glyco act = -0.1; TRPM1 prom inh = -9

Continuation:
SMILES | NR2E3 ag-1 | iPSC survival up | CaV13 ICDI inh | NR2E3 ag-2 | Exocytosis inh | HIF-2a inh | Vif inh | Peg3 promoter | PDI inh | aDG glyco act | TRPM1 prom inh
O=c1cc(CN2CC(O)Cc3ccc4ccccc4c32)nc2sccn12 (stereo not given) | -4 | 1.8 | -7 | -1 | 0 | 19 | -5 | 8 | 12 | -0.5 | 1
O=C(NCC1CCCCC1)c1csc([C@@H]2O[C@H](CO)[C@H](O)[C@H](O)[C@H]2O)n1 | -10 | 4.9 | -3 | nt | 0 | 4 | -1 | 3 | 8 | 1.9 | nt
COc1cc(/C=N/n2cnnc2-n2nc(C)cc2C)cc([N+](=O)[O-])c1O | -27 | 0.2 | -7 | -2 | 2 | 8 | 8 | -1 | -3 | -0.2 | 1
O=C(NCCC1=CCCCC1)c1ccc(Cl)c(S(=O)(=O)Nc2ccccc2)c1 | 8 | -1.9 | -7 | 4 | -5 | 17 | -14 | 28 | -11 | 0.1 | 13
COC(=O)CCC[C@H]1CC2(C[C@H](CCCO[Si](C)(C)C(C)(C)C)N1C(=O)OC(C)(C)C)OCCO2 | -10 | -3.3 | -4 | 4 | -4 | 14 | nt | 0 | 1 | 0.4 | 7
COc1ccc(C2CC(c3cccs3)=NN2C(=O)CCl)cc1OC (stereo not given) | -6 | -0.7 | -7 | 4 | -8 | 3 | -1 | 103* | -8 | 0.4 | 83*
CC(=O)N1CCC(C(=O)OCc2ccccc2F)(c2ccccc2)CC1 | -6 | 0.3 | -7 | -2 | 35 | 9 | -14 | -12 | -12 | 0.0 | 10
CCC(=O)c1c[nH]c(C(=O)NCc2cccc(C(F)(F)F)c2)c1 | -3 | 0.8 | -14 | 0 | -21 | 7 | 2 | 14 | -5 | 0.1 | 3
COc1cc(O)ccc1/C=N/NC(=O)c1ccc([N+](=O)[O-])cc1 | -8 | 2.0 | -5 | 3 | -1 | 16 | -12 | 6 | 2 | -0.1 | -3
O=C1[C@H](Cc2ccccc2)NCCCC[C@@H](c2ccc(Cl)cc2)N1Cc1ccc(Cl)cc1 | 17 | 3.5 | -10 | nt | 8 | 9 | 2 | 76* | 1 | 0.1 | -6
COc1ccc(C(=O)C[n+]2ccc3c(c2)nnn3-c2ccccc2)cc1 | -18 | 0.2 | -8 | 2 | 2 | -14 | 3 | -9 | 3 | 0.0 | 5
Cc1cc(C(=O)O)ccc1[N+](=O)[O-] | 14 | -0.2 | nt | 6 | 0 | 5 | -1 | -1 | nt | -0.2 | 10
O=C(/C=C/c1ccc(Cl)cc1Cl)N1CCc2ccccc21 | -87 | -2.9 | -2 | -3 | 2 | -238 | 11 | -209 | 6 | 0.0 | -62
CCNC(=O)C1(C)CCCN(Cc2ccc(Oc3ccccc3)cc2)C1 (stereo not given) | -15 | -2.2 | -6 | nt | 2 | 0 | nt | 8 | 20 | 0.4 | nt
CCOC(=O)N1CCOCCOCCN(C(=O)OCC)CCOCC1 | -5 | 3.9 | -7 | -4 | 0 | 15 | 2 | 4 | 10 | 0.5 | 6
O=c1c2c(nc3c(-c4cccc(Br)c4)c[nH]n13)CCCC2 | 6 | -2.8 | -7 | 2 | -1 | 7 | -22 | 43 | 10 | 2.8 | 23
CC(=O)Nc1cc2c(cc1Cl)Cc1cc(Cl)ccc1-2 | -30 | 8.2 | -5 | nt | -10 | -85 | 15 | -42 | -6 | -0.2 | 3
CC(=O)NCc1nc2ccccc2n1Cc1ccccc1C | -9 | 1.2 | -6 | 4 | 3 | 8 | 19 | 6 | -10 | -0.1 | -11
CC(C)(C)CN1CCNC(=O)C1CC(=O)NCCc1ccccc1F (stereo not given) | -30 | 1.0 | -5 | 3 | -1 | -9 | 3 | 4 | -3 | 0.1 | 1
CCOc1ccc(NC(=O)CN(C)S(=O)(=O)c2cccs2)cc1 | -58 | 1.3 | 0 | 0 | 1 | -133 | -10 | -110 | 2 | -0.1 | -41
